Compound activity from PubChem BioAssay.
ERb SRC1 inh: blocks coactivator binding to human estrogen receptor beta; inhibition, % at 25.6 µM; 86,000 tested, 1.3% active; AID 633; Q92731; TR-FRET ER-beta LBD / SRC1-Cy5 peptide binding; receptor agonist-loaded with 1 µM estradiol;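 active = compounds whose percent inhibition of the receptor-coactivator binding signal exceeds about 50% in the single-dose screen, limit read from the data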;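 also: 0% = receptor plus peptide wells without compound and 100% = peptide-only wells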
Target sequence (Q92731 whole entry, looked up, the tested form may be a part): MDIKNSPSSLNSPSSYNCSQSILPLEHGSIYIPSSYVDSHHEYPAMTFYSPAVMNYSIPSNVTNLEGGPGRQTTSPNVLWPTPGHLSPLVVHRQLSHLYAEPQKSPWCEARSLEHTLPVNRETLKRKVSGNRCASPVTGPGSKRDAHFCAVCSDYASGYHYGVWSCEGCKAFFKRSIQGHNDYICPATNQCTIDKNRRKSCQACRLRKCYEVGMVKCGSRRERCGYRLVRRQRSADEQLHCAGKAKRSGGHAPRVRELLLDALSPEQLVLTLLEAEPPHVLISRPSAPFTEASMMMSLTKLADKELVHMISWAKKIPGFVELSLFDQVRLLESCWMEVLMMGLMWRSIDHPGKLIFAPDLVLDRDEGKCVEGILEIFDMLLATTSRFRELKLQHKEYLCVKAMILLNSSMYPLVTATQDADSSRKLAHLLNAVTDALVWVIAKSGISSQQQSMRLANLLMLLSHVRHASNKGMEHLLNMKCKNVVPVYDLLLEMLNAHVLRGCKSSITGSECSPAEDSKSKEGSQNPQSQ
FAK blocker: FAK (human) kinase inhibition; Q05397; biochemical FAK kinase activity assay; inhibition, %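 (tested at 7 µM)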; 97,000 tested, 0.84% active; AID 727; in the data active = inhibition above about 19%;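 also: 0% = DMSO and 100% = reference compound high control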
PLAP act: activates human placental alkaline phosphatase | P05187 | purified PLAP enzyme, luminescent substrate read-out; active compounds read high | activation fold at 20 µM | 96,000 tested, 1.2% active | AID 696; in the data active = activation fold above about 2
Target sequence (P05187 whole entry, looked up): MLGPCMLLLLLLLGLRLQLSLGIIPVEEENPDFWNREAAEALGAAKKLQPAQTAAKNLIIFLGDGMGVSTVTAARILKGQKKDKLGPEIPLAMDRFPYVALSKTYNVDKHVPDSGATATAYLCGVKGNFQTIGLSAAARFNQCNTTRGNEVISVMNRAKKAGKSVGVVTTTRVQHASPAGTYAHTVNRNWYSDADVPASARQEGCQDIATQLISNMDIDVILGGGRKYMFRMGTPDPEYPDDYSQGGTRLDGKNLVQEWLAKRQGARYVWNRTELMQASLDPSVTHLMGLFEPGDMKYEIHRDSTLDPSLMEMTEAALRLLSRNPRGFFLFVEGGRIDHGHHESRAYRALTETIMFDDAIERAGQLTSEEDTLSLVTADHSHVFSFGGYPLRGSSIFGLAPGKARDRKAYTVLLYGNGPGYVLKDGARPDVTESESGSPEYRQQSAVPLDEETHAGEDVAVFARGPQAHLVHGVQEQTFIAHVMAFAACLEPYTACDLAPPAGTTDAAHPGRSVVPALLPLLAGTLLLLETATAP
CD11b adhes enh: CD11b/CD18-fibrinogen binding enhancement; P05107+P11215; K562 CD11b/CD18 adhesion to fibrinogen, ATPlite luminescence; activation, % at 10 µM; 93,000 tested, 0.07% active; AID 1499;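 active = 10 µM primary screen giving 50% or more activity, confirmed by 40% or more on retest at that dose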; also: strong numbers were not always called active; reference of the scale not given here
E coli WT exp: E. coli BW25113 growth inhibition, expanded screen; 98,000 tested, 0.15% active; growth inhibition, % at 100 µM; OD600 absorbance; AID 710;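 active = growth inhibition above about 50% at one test dose, limit read from the data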;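 also: growth measured after 20 h incubation at 37 °C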
ERa coact pot: enhances coactivator binding to human estrogen receptor alpha. AID 639. P03372. TR-FRET ERalpha-LBD/SRC-Cy5 coactivator binding, 2 h; 100 = basal binding, no effect. 86,000 tested, 1.3% active. coactivator binding (% of control), % at 25.6 µM; in the data active = activity above about 200%;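 also: binding measured in presence of low estradiol as agonist stimulus; 0% = peptide alone without receptor and 100% = receptor with peptide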
MT1-MMP txn act: MT1-MMP promoter transcription activation. HT1080 MT1-MMP promoter luciferase reporter, luminescence, overnight; active compounds read high. activation factor at 10 µM. 86,000 tested, 0.16% active;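 active = activation factor of at least 2 for MT1-MMP transcription at 10 µM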
ERa SRC1 inh: ER-alpha (human) coactivator binding inhibition. TR-FRET ER-alpha LBD / SRC-1 peptide, estradiol-bound. inhibition, % at 25.6 µM. 86,000 tested, 1.7% active. AID 629; in the data active = inhibition above about 50%;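 also: 0% = receptor plus peptide control and 100% = peptide only without receptor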
CD11b adhes inh: inhibitors of human CD11b/CD18 binding to fibrinogen; P05107+P11215; AID 1497; 93,000 tested, 0.54% active; K562 CD11b/CD18 adhesion to fibrinogen, ATPlite luminescence; Mn2+ added to activate the integrin; inhibition, % at 10 µM;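 active = primary inhibition of 50% or more at 10 µM, then 40% or more on retest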; also: some results filed as inactive read as strong as hits
* = called active by the depositor; x = not tested or not shown; [ ] = remark or other dose. Random draw from the library; about 5.1% have a hit in one of these screens.

structure	ERb SRC1 inh	CD11b adhes enh	MT1-MMP txn act	CD11b adhes inh	FAK blocker	E coli WT exp	ERa coact pot	ERa SRC1 inh	PLAP act
CC(=O)c1cccc(NC(=O)C2CC(c3ccc(F)cc3)=NO2)c1 (stereo unspecified)	-2	-1	1.2	-10	0	5	111	-6	0.7
COc1ccc(C(=O)Nn2c(C)nnc2-n2nc(C)cc2C)cc1OC	3	x	x	x	2	x	108	4	x
COc1ccc(C(=O)NCc2nnc(SCC(=O)NCc3ccc(F)cc3)o2)cc1	3	5	x	3	-4	-3	97	-4	1
O=C(NC12CC3CC(CC(C3)C1)C2)c1cnccn1	-8	3	1.1	7	1	1	109	-8	1.2
C=CCNc1nc(NC(C)(C)CO)nc(OCC)n1	0[fluorescence artefact?]	-5	1.3	7	x	-3	85	3	0.9
Nc1nonc1-c1nc2ccccc2n1CC(=O)N1CCN(c2ccc(F)cc2)CC1	-2	5	1.1	8	2	0	92	-12	0.9
Cc1ccc(C(=O)Nc2ccc(N3CCN(S(C)(=O)=O)CC3)cc2)cc1	x	-4	x	-5	-2	0	x	x	0.7
O=C(O)CCC(=O)Nc1ccc(S(=O)(=O)N2CCCC2)cc1	-9	2	1	-2	x	-6	114	-3	1.1
Cc1ccc(CNC(=O)c2cccc(OCc3c(C)noc3C)c2)cc1	-11	-1	1.2	6	3	3	104	-9	1.1
COCCn1c(N)c(C(=O)NCC2CCCO2)c2nc3ccccc3nc21 (stereo unspecified)	10	-2	1.1	14	4	-4	109	-9[fluorescence artefact?]	1.5
Cc1ccc(Cl)cc1N1CCN(CC(=O)Nc2ccc3[nH]c(=O)[nH]c3c2)CC1	-15	7	1	-5	-2	-13	110	-17	0.9
Cc1onc(-c2ccccc2)c1C(=O)OCC(=O)c1ccccc1	1	-1	1.1	-2	x	1	152	3	0.7
CCOc1cccc(N2C(=O)CC(N3CCN(c4ccc(S(=O)(=O)CC)cc4)CC3)C2=O)c1 (stereo unspecified)	-16	1	1.1	3	0	-5	114	-5	1.5
C=CCN1C(=O)CSC1=Nc1cccc(O)c1	-6	2	1.1	-14	-1	5	95	-23	1
Cn1c(=O)cc(OCCCC(=O)N2CCN(c3ccccn3)CC2)c2ccccc21	x	-4	1.4	-18	1	-2	x	x	1.3
CCOC(=O)CSc1nc(Nc2ccc3c(c2)OCO3)c2ccccc2n1	15[fluorescence artefact?]	0	1	-14	9	-7	71	3[fluorescence artefact?]	0.9
COc1ccc(NC(=O)C(CCSC)N2C(=O)c3ccccc3C2=O)cc1 (stereo unspecified)	-5	3	1.2	3	1	-8	94	-6	0.8
O=C1OC(c2ccccc2)=C/C1=C/N1CCOCC1	-10[fluorescence artefact?]	x	1.7	x	-2	x	113	-19[fluorescence artefact?]	x
Cc1nc2n(n1)C(c1ccccc1)C1=C(CC(c3ccco3)CC1=O)N2 (stereo unspecified)	0	1	1.1	22	12	1	129	-1	1.1
CC(C)CCn1c(Br)nc2c1c(=O)n(CC(N)=O)c(=O)n2C	33	-3	1.1	32	x	1	99	14	1.1
Clc1cccc(-c2ccc(/C=N/n3cnnc3)o2)c1	-8	2	1.1	11	x	6	101[fluorescence artefact?]	-6[fluorescence artefact?]	1
CC(C)=C1C2CCC1C1C(=O)N(NC(=O)COc3ccc(C(C)(C)C)cc3)C(=O)C21 (stereo unspecified)	x	-1	x	-3	-1	-8	x	x	1.3
CCCN(CC1CC1)S(=O)(=O)c1ccc(S(N)(=O)=O)cc1	x	4	1	-2	-6	5	x	x	1.2
O=S(=O)(c1cnccc1N1CCN(/N=C/c2ccc(Br)cc2)CC1)N1CCCCC1	x	3	x	-1	-2	0	x	x	1.1
Cn1c(=O)c([N+](=O)[O-])c(NCc2ccccc2)c2ccccc21	x	0	x	-19	7	1	x	x	0.9
CCOc1ccc(C2=NNC(c3cccs3)=Nc3ccc(OC)cc32)cc1	-4	x	1.5	x	-1	x	105[fluorescence artefact?]	-2	x
COc1ccc(N2CCN(C(=O)CSc3nc4c(c(=O)n(C)c(=O)n4C)n3C(C)C)CC2)cc1	-2	-1	1.1	-4	0	-1	106	-26	1.5
Cc1sc2nc3n(c(=O)c2c1C)NC(=O)CC3	16[fluorescence artefact?]	x	1.1	x	8	0	93	9	x
CCN(CC)S(=O)(=O)c1ccc(Oc2ccc(S(=O)(=O)N(CC)CC)cc2)cc1	-10	-7	1	97	-1	-11	99	-3	1.6
O=C(Nc1ccc2c(c1)CCC2)C1CCN(c2ncccn2)CC1	1	0	1.2	-5	x	-5	112	0	0.8
Cc1onc(-c2c(F)cccc2Cl)c1C(=O)Nc1sc2c(c1C#N)CCC(C(C)(C)C)C2 (stereo unspecified)	1[fluorescence artefact?]	x	0.9	x	-1	x	122[fluorescence artefact?]	-11[fluorescence artefact?]	x
Cc1cccc(N2CCN(C(=O)Cn3sc4nc(C)cc(C)c4c3=O)CC2C)c1 (stereo unspecified)	-13	-6	1	22	-2	0	84[fluorescence artefact?]	-9	1.7
Cc1cccc(OCCc2nnc(N)s2)c1C	-14	1	1	-8	-6	-1	89	-34	0.9
COc1ccc2ncn(-c3ccccc3)c2c1	-4	2	1	5	8	3	115	1	0.8
c1ccc(-c2nc(N3CCCCC3)nc3ccccc23)cc1	-10	x	1.1	x	0	x	111	-8	x
COc1ccc(CCCc2nnc(SCC(=O)Nc3nc(C)cs3)n2C)cc1C	-7	-1	1	-9	-4	-9	82	-1	1.1
COc1ccc(NC(=S)Nc2ccc(N)c([N+](=O)[O-])c2)cc1	x	2	x	6	-1	2	x	x	0.9
O=C(NCc1ccc2c(c1)OCO2)C1CCN(c2ncccn2)CC1	1[fluorescence artefact?]	-2	1.1	6	7	3	125	2[fluorescence artefact?]	1
CC1CN(c2ccc(Oc3ccccc3)cc2)c2nc3c(c(=O)[nH]c(=O)n3C)n2C1 (stereo unspecified)	17[fluorescence artefact?]	0	1.5	5	0	-4	96[fluorescence artefact?]	-2	1
Cc1cc(NC(=O)CSc2nc3cc4c(cc3c(=O)n2CCc2ccccc2)OCO4)no1	20	x	1.2	x	x	-1	111[fluorescence artefact?]	30[fluorescence artefact?]	0.8
COc1ccc(-n2c(Cc3cccn3C)nnc2SCC(=O)NC2CCCC2)cc1	7	-1	1	-22	x	-4	154	-7	1.5
CCCCCCCCC(=O)N/N=C(\C)c1cccnc1	-2	x	1.2	x	2	x	110	-11	x
CC1(C)NC(=O)NC2(C)NC(=O)NC(C)(C)C12 (stereo unspecified)	-5	-7	1.1	-2	0	-6	104	-6	0.8
Nc1ccc2c(c1)C(=O)N(CCCCCC(=O)O)C2	-6	x	1.3	x	0	x	119[fluorescence artefact?]	-8[fluorescence artefact?]	x
COCCn1c(-c2ccc(OC)cc2)cnc1N	-7	-2	1.2	-3	x	-1	117	-10	1.1
O=C(O)CC(NC(=O)C(c1ccccc1)c1ccccc1)c1ccco1 (stereo unspecified)	1	-6	1	44	-1	-3	113	-14	1.1
CCOC(=O)c1c(N)sc2c(OCC)c(Br)ccc12	-14	x	1.3	x	2	x	92	-21[fluorescence artefact?]	x
CCCOc1ccccc1C1NC(=O)NC(C)=C1C(=O)OCCOCC (stereo unspecified)	-5	-2	1.2	-5	2	3	105	-8	1
O=C1CCCN1c1ccc(CNS(=O)(=O)c2ccc(F)cc2)cc1	16	0	1.1	5	0	2	84	28[fluorescence artefact?]	1
Cc1ccc2nsnc2c1S(=O)(=O)N1CCOCC1	3	-2	1.1	37	1	7	116	-2	1.3
COc1cccc(CNc2cccc3cccnc23)c1O	-2	-4	1.2	14	1	8	45	-14[fluorescence artefact?]	1.3
O=C(Cc1c(F)cccc1Cl)c1ccc(O)cc1O	-3[fluorescence artefact?]	1	1.3	20	8	27	88	14[fluorescence artefact?]	1.1
Cn1c(NCc2c(O)ccc3ccccc23)nc2ccccc21	5	0	1.2	-29	2	8	99	17	1.2
CCC(C)NCCCOc1cc(Cl)ccc1Cl (stereo unspecified)	-13	-3	1	-10	-2	11	99	10	1.4
CC(C)(C)NC(=O)C1N(c2cccnc2)C(=O)C2C(C(=O)Nc3ccccc3F)C3(C)C=CC21O3 (stereo unspecified)	x	-4	1.1	-8	0	-4	x	x	1.1
O=C1C(c2ccc(F)cc2)N(Cc2ccc3c(c2)OCO3)C(=O)CN1C1CCCCCC1 (stereo unspecified)	1	-3	0.9	9	0	0	72	5	0.9
Cn1c(=O)c2c(nc(SCC(=O)N(C3CCCCC3)C3CCCCC3)n2C)n(C)c1=O	0	x	1.2	x	0	x	155	-4	x
Clc1ccc(-n2nnnc2-c2ccccc2)cc1Cl	-5	3	1.2	-18	x	5	120	-1	0.7
Cc1ccc(/C=C/C(=O)N2CCc3ccccc3C2)cc1	x	-3	x	-43	-1	2	x	x	0.9
O=C(NCc1ccco1)C(NS(=O)(=O)c1cccc2nsnc12)c1ccccc1 (stereo unspecified)	-13[fluorescence artefact?]	-6	1.2	5	-5	-7	126	4	0.9

Limited to ERb SRC1 inh, for some of the entries so far:
Structure,ERb SRC1 inh
Cc1ccc2nsnc2c1S(=O)(=O)N1CCOCC1,3
COc1cccc(CNc2cccc3cccnc23)c1O,-2
O=C(Cc1c(F)cccc1Cl)c1ccc(O)cc1O,-3[fluorescence artefact?]

Going on with the list:
structure	ERb SRC1 inh	CD11b adhes enh	MT1-MMP txn act	CD11b adhes inh	FAK blocker	E coli WT exp	ERa coact pot	ERa SRC1 inh	PLAP act
O=C(NCCN1CCOCC1)c1ccc2c(c1)ncn2C1CCCCC1	11	x	1	x	2	2	109	-2	1
C=C(C)c1cccc(C(C)(C)NC(=O)N2CC(C)OC(C)C2)c1 (stereo unspecified)	10	-4	1	-5	3	4	134	-6	1.4
O=C(Nc1cnc2ccccc2c1)c1ccncc1	-5	-5	1.1	8	7	-9	132[fluorescence artefact?]	-11	0.9
COc1ccc(CCNC(=S)Nc2ccccc2C)cc1	-10	6	1.2	20	0	5	114	-4	0.8
CCOC(=O)N1CCC(n2c(=S)[nH]c3ccccc3c2=O)CC1	3	-1	1.1	-4	-1	0	102	1	0.8
CCCOc1ccccc1C1CC(=O)Nc2cc3c(cc21)OCO3 (stereo unspecified)	11[fluorescence artefact?]	-7	x	82	0	6	59[fluorescence artefact?]	5	0.7
O=C(Nc1ccc(F)c(Cl)c1)c1ccc2c(=O)n3c(nc2c1)CCCCC3	-7	-4	1.5	-21	1	-3	110	2	0.9
Cc1ccc(-n2c(=O)c3c4c(sc3n3c(C)nnc23)COC(C(C)C)C4)cc1 (stereo unspecified)	-4	x	1.1	x	-1	x	111	-5	x
COc1ccc(Cn2nnnc2C(c2cc3cc(C)cc(C)c3[nH]c2=O)N2CCOCC2)cc1 (stereo unspecified)	0	1	1.2	x	4	6	109	13	1.6
COc1ccc(NC(=O)Cc2c(O)c3ccccc3[nH]c2=O)cc1	x	-5	x	-6	-3	1	x	x	1
COC(=O)C1(C(=O)OC)NOC2C(=O)N(c3ccc(Cl)cc3Cl)C(=O)C21 (stereo unspecified)	x	-2	x	-3	-2	3	x	x	1.1
O=C1CC(c2ccccc2)CC(O)=C1C=NCCN1CCN(C(=S)Nc2cccc(Cl)c2)CC1 (stereo unspecified)	-8	x	1	x	-1	6	93	-3[fluorescence artefact?]	1.5
N#CC1=C(S)N=C(N)C(c2nc(-c3ccccc3)cs2)C12CCCCC2 (stereo unspecified)	x	-2	x	2	-2	-8	x	x	2.2*
